Bioassay records from PubChem.
NPY Y2 blocker – antagonists of human neuropeptide Y receptor Y2; inhibition, % at 2.7 µM; 140,000 tested, 0.99% active; P49146; NPY-Y2 expressing cells, antagonist mode; in the data active means inhibition above about 17%;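 further: 0% = vehicle with agonist challenge and 100% = reference antagonist with challenge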
Target sequence (P49146 whole entry, looked up): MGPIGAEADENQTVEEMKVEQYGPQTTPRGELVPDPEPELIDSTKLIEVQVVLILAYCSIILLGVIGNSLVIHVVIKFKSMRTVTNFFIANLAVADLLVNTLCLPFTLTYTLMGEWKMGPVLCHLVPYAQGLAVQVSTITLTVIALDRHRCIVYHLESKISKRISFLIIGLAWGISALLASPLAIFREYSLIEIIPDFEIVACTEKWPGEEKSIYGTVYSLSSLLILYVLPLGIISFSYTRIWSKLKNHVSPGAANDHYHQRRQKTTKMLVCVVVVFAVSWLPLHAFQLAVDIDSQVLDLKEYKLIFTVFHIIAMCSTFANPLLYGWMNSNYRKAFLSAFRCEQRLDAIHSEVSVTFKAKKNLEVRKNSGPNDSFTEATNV
HCT116 bCat-KO – beta-catenin-lacking colon tumor cell growth suppression; HCT116 beta-catenin knockout viability, CellTiter-Glo, 60 h; hits give low values; AID 818; 140,000 tested, 1.5% active; viability, % at 10 µM;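 active means viability at or under a set limit, the compound median less 4 SD, cut at about 6% in these data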;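 further: 0% = Hyamine 1622 control at 20 µM and 100% = untreated cell control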
BB579 growth dn – chemicals that inhibit yeast BB579 growth in restrictive medium (lifespan-shortening candidates). 140,000 tested, 0.51% active. S. cerevisiae BB579 growth, OD615, 48 h. inhibition, % at 10 µM. AID 804;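 active means inhibition above a set limit, 3 SD over the mean compound inhibition, cut at about 44% in these data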; further: inactives centre near -24
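Test system: DeaD yeast strain BB579 / Buffer or medium: restrictive glucose-based CSMM-D medium / Doses: single 10 µM dose / Schedule: 4 h cell preincubation, 48 h compound exposure, 30 °C humidified / Technique: culture absorbance at 615 nm / Controls: amphotericin B positive control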
Measles CPE – protection of cells from measles virus | Measles virus-infected cells, CPE protection, absorbance | protection (pct of control), % at 4 µM | 140,000 tested, 1.5% active; in the data active means protection mostly above about 24%, no sharp cut-off; inactive means mostly below about 26%; further: some compounds called inactive have numbers as strong as hits
Phagocytosis inh – inhibitors of macrophage phagocytosis | J774A.1 macrophage IgG-bead phagocytosis, imaging | AID 1029 | inhibition, % at 5 µM | 110,000 tested, 0.07% active;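 active means inhibition above the mean of the plate negative controls plus 5 SD, cut at about 13% in these data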;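 further: phagocytic index as fraction of beads internalized from green versus red external bead signal; plate controls were DMSO negative control for no effect and cytochalasin-D positive control for full effect; some results beyond the cut were filed as inactive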
Yeast life ext – yeast lifespan extension. inhibition of the nicotinamide effect, % at 10 µM. 130,000 tested, 0.68% active. S. cerevisiae growth with nicotinamide, OD615; deaD strain in restrictive glucose medium;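 active means inhibition above a set limit, placed 3 SD over the median of all compounds, cut at about 26% in these data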;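 further: 0% = nicotinamide-treated wells and 100% = cells grown without nicotinamide; some compounds called inactive have numbers as strong as hits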
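System: Modified budding yeast, DeaD strain | Buffer or medium: Restrictive glucose medium | Also added: 1.5 mM nicotinamide | Doses: 10 µM single point, 0.25% DMSO | Schedule: 48 h compound exposure at 30 °C, humidified | Detection: Absorbance at 615 nm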
E-sel TNF inh – TNF alpha driven E-selectin expression inhibition | HUVEC TNFa-induced E-selectin immunofluorescence, high content | inhibition, % at 2 µM | 120,000 tested, 0.71% active | AID 1246;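 active means inhibition above the batch mean plus 3 SD, and confirmed as a hit on visual image review, cut at about 43% in these data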;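 further: 0% = TNF-stimulated DMSO wells and 100% = unstimulated control wells; not every result past the cut was called active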
MRP-1 activ – MRP-1 activation. H69AR cells + doxorubicin, viability rescue, CellTiter-Glo. viability increase, % at 10 µM. AID 799. 140,000 tested, 0.61% active;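 active means viability gain under doxorubicin at or above a set limit, the compound median plus 3 SD, cut at about 4.7% in these data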;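 further: MRP-1 overexpressing cells given doxorubicin 25 µM after compound pretreatment; 18-22 h compound pretreatment then 72 h with doxorubicin before readout; 0% = doxorubicin-only wells and 100% = vehicle-treated cells without doxorubicin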
GALR2 antag – antagonists of human galanin receptor 2 (GALR2) | O43603 | GALR2-expressing cells, antagonist mode | inhibition, % at 4 µM | 140,000 tested, 0.39% active; in the data active means inhibition above about 27%;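 further: cells stimulated with galanin 1-16 at roughly its EC80; 0% = agonist challenge control and 100% = basal control without agonist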
Target sequence (O43603 whole entry, looked up): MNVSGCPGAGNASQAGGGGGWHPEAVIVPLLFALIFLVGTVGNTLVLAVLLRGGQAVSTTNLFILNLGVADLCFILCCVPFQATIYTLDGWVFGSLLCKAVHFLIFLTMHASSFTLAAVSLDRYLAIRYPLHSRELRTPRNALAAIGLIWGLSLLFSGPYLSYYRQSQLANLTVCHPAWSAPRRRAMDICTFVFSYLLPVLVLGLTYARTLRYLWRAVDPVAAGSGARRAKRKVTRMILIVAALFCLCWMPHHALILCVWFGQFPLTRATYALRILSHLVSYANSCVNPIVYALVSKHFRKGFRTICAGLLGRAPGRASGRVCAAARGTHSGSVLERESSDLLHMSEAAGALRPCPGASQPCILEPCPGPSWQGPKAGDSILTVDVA
PTEN del growth – suppresses growth of cells with PTEN deletion; HCT116 PTEN-null viability, CellTiter-Glo, 60 h; hits give low values; viability, % at 10 µM; 140,000 tested, 1.2% active; AID 827;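 active means viability at or below a set limit, 4 SD under the median of all tested compounds, cut at about 3.7% in these data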;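 further: PTEN knockout HCT116 line with beta catenin targeted HCT116 as companion control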
An asterisk follows results filed as active; x = not tested or not shown.

1) CCN(C(=O)c1ccc2c(OC)n(CC)nc2c1)c1ccc(OC)cc1
2) C=C(C)CSc1nnc([C@@H]2CCCN2C(=O)OC(C)(C)C)o1
3) CC(C)(C)NC(=O)c1cnn2c1NC(c1ccc(F)cc1)CC2C(F)(F)F (stereo not given)
4) Nc1c(C(=O)c2cccs2)oc2ccccc12
5) COc1cc(C(=O)NCCc2ccc(F)cc2)c([N+](=O)[O-])cc1OC
6) O=C(Nc1ccc(S(=O)(=O)Nc2cnc3ccccc3n2)cc1)c1ccc(Br)o1
7) CC(C)CNC(=O)COC(=O)CCC(=O)c1ccc(F)cc1
8) COc1cc(C2NC(=S)NC3=C2CCc2ccccc23)cc(OC)c1OC (stereo not given)
Assay by compound	1	2	3	4	5	6	7	8
NPY Y2 blocker	2	-1	1	2	2	7	2	2
HCT116 bCat-KO	106	93	94	93	90	95	84	86
BB579 growth dn	-34	-24	-29	-61	-16	-60	-9	-29
Measles CPE	6	4	16	6	9	6	4	12
Phagocytosis inh	x	-1	2	-1	-8	0	-1	-9
Yeast life ext	-22	-5	8	-14	-2	-16	-4	1
E-sel TNF inh	-26	3	-54	21	7	7	-25	x
MRP-1 activ	-1.9	0.3	-2.0	-2.0	-1.4	0.2	-0.1	-1.9
GALR2 antag	7	1	3	11	-7	0	6	2
PTEN del growth	99	101	99	95	99	95	91	82

Single records, from the list above. Screens in order: NPY Y2 blocker, HCT116 bCat-KO, BB579 growth dn, Measles CPE, Phagocytosis inh, Yeast life ext, E-sel TNF inh, MRP-1 activ, GALR2 antag, PTEN del growth
Results for CCN(C(=O)c1ccc2c(OC)n(CC)nc2c1)c1ccc(OC)cc1 → 2, 106, -34, 6, x, -22, -26, -1.9, 7, 99
Results for COc1cc(C(=O)NCCc2ccc(F)cc2)c([N+](=O)[O-])cc1OC → 2, 90, -16, 9, -8, -2, 7, -1.4, -7, 99
Results for C=C(C)CSc1nnc([C@@H]2CCCN2C(=O)OC(C)(C)C)o1 → -1, 93, -24, 4, -1, -5, 3, 0.3, 1, 101
Results for COc1cc(C2NC(=S)NC3=C2CCc2ccccc23)cc(OC)c1OC (stereo not given) → 2, 86, -29, 12, -9, 1, x, -1.9, 2, 82
Results for O=C(Nc1ccc(S(=O)(=O)Nc2cnc3ccccc3n2)cc1)c1ccc(Br)o1 → 7, 95, -60, 6, 0, -16, 7, 0.2, 0, 95

The results go on:
9) O=C(NC12CC3CC(CC(C3)C1)C2)c1ccc(=O)oc1
10) Cc1cccc(NC(=O)COc2ccc(Br)cc2C)n1
11) Cc1cccn2c(=O)c3cc(C(=O)N(C)C)n(C)c3nc12
12) COc1cc(/C=C2\C(=O)ON=C2c2ccccc2)cc(OC)c1OC
13) COc1ccc(CCNC(=O)CC(NC(=O)c2ccccc2Cl)c2ccccc2)cc1 (stereo not given)
14) Cc1cc(F)c(F)c(C(=O)N2CCOCC2)c1Cl
15) CCC(=O)NCCc1nc2ccccc2n1Cc1ccc(C)cc1
16) Cc1ccc(Sc2c(C)nn(C(=O)c3cccc(S(=O)(=O)N4CCOCC4)c3)c2C)cc1
Assay by compound	9	10	11	12	13	14	15	16
NPY Y2 blocker	1	10	0	3	2	1	2	3
HCT116 bCat-KO	96	94	74	85	75	89	101	100
BB579 growth dn	-47	-16	-10	48*	-25	-34	8	-26
Measles CPE	23	7	11	8	8	6	16	5
Phagocytosis inh	1	-1	-1	x	-5	x	1	3
Yeast life ext	-3	-7	-26	17	-1	x	-22	-9
E-sel TNF inh	x	18	-15	6	-2	-18	8	11
MRP-1 activ	-1.1	-0.6	0.7	0.5	-2.5	-1.0	-2.4	-1.6
GALR2 antag	-5	5	-4	-5	12	0	-4	2
PTEN del growth	86	95	78	93	90	98	111	93

A few values from the list.
CCC(=O)NCCc1nc2ccccc2n1Cc1ccc(C)cc1 @ HCT116 bCat-KO: 101
Cc1cccc(NC(=O)COc2ccc(Br)cc2C)n1 @ MRP-1 activ: -0.6
COc1ccc(CCNC(=O)CC(NC(=O)c2ccccc2Cl)c2ccccc2)cc1 (stereo not given) @ Yeast life ext: -1
Cc1ccc(Sc2c(C)nn(C(=O)c3cccc(S(=O)(=O)N4CCOCC4)c3)c2C)cc1 @ Measles CPE: 5
COc1cc(/C=C2\C(=O)ON=C2c2ccccc2)cc(OC)c1OC @ Measles CPE: 8
O=C(NC12CC3CC(CC(C3)C1)C2)c1ccc(=O)oc1 @ MRP-1 activ: -1.1
Cc1cccn2c(=O)c3cc(C(=O)N(C)C)n(C)c3nc12 @ E-sel TNF inh: -15

Next section.
17) Cc1c(C(=O)O)oc2ccc(S(=O)(=O)NC3CCCCCCC3)cc12
18) O=C(C1CCN(C2CC(=O)N(c3cccc(Cl)c3)C2=O)CC1)N1CCCC1 (stereo not given)
19) Cc1ccc2c(c1)c1c(n2CC2COC(C)(C)O2)C(=O)CCC1 (stereo not given)
20) COc1ccc(C(=O)N2CCCCC2)cc1S(=O)(=O)Nc1cccc(C(=O)O)c1
21) COCCN1Cc2cccc(C(=O)NCc3ccccc3OC)c2C1=O
22) Cc1ccnc(N2CCC(C(=O)NC3CCCCCC3)CC2)n1
23) COc1cc(C(=O)NCC(c2ccco2)N(C)C)cc(OC)c1OC (stereo not given)
24) CCCC1CC(CSC(=N)N)OC1=O (stereo not given)
Assay by compound	17	18	19	20	21	22	23	24
NPY Y2 blocker	2	0	9	3	0	-1	3	3
HCT116 bCat-KO	94	91	72	99	90	96	101	84
BB579 growth dn	-35	-13	-24	-49	-23	-7	8	-26
Measles CPE	4	1	26	6	20	7	7	1
Phagocytosis inh	-4	1	x	x	-1	-1	-6	0
Yeast life ext	3	6	-27	x	-17	-2	-7	0
E-sel TNF inh	4	-22	x	-21	-32	14	-19	4
MRP-1 activ	-2.3	2.9	-0.7	2.3	-0.5	-1.4	-1.2	3.2
GALR2 antag	12	5	-1	2	13	6	8	-7
PTEN del growth	99	104	82	105	93	98	112	92

25) COc1cc(SC)ccc1C(=O)NCCOc1ccc(C)c(C)c1
26) N=c1c(C(=O)NCc2ccco2)cc2c(=O)n3ccccc3nc2n1Cc1ccccc1
27) Cc1cccc(CCNC(=O)C2CCN(S(=O)(=O)c3cccc4nsnc34)CC2)c1
28) Cc1c(C(=O)COC(C)(C)C)[nH]c2ccccc12
29) Cc1nn(-c2ccccc2)c(N2CCCC2)c1/C=N/Nc1ccc(S(N)(=O)=O)cc1[N+](=O)[O-]
30) c1cc(-c2cccs2)nc(-c2cccs2)c1
31) O=C(COc1ccc(Br)cc1)N/N=C1\SCC(=O)N1c1ccc(F)cc1
32) COc1ccccc1NS(=O)(=O)c1cccc(N2CC(O)=C(c3ccccc3)C2=N)c1
Assay by compound	25	26	27	28	29	30	31	32
NPY Y2 blocker	15	24*	-3	0	-6	3	1	6
HCT116 bCat-KO	84	55	82	96	40	92	87	93
BB579 growth dn	-56	-17	-87	14	-24	-55	-6	-16
Measles CPE	9	19	9	36	11	6	15	8
Phagocytosis inh	-3	-2	-1	0	-15	-4	-5	-6
Yeast life ext	-5	-12	-2	-16	2	-5	3	2
E-sel TNF inh	x	x	2	-3	x	x	x	x
MRP-1 activ	2.8	-5.3	-0.3	-3.1	-1.5	-0.7	1.8	-1.5
GALR2 antag	-5	5	2	0	-6	1	-2	14
PTEN del growth	81	45	107	92	34	92	98	98

33) CC(C)C(NS(=O)(=O)c1cccs1)C(=O)Nc1nc(C(C)(C)C)cs1 (stereo not given)
34) CCN(CC)C(=O)CC(c1ccc(F)cc1)c1ccc(OC)cc1 (stereo not given)
35) COc1ccccc1CNC(=O)CCNC(=O)Cn1ccc2ccccc2c1=O
36) CC(C)C(=O)N1N=C(c2ccc(NS(C)(=O)=O)cc2)CC1c1cccs1 (stereo not given)
37) NCc1cccc(-n2cccn2)c1
38) Clc1ccc(CSc2ncn[nH]2)cc1
39) CC1CCN(S(=O)(=O)Cc2ccccc2Cl)CC1
40) CCOC(=O)Cc1csc(NC(=O)Nc2cccc(Cl)c2)n1
Assay by compound	33	34	35	36	37	38	39	40
NPY Y2 blocker	1	8	-1	2	1	1	2	-3
HCT116 bCat-KO	68	83	71	67	93	84	98	61
BB579 growth dn	-45	-8	-11	-37	-28	0	-8	5
Measles CPE	16	8	20	13	22	27	4	8
Phagocytosis inh	x	x	-2	-3	-1	-1	2	-3
Yeast life ext	-25	14	-13	0	-1	-15	9	-1
E-sel TNF inh	x	0	-2	-4	-8	x	x	9
MRP-1 activ	-4.6	-1.2	-0.7	-3.1	-2.9	5.9*	1.9	-0.1
GALR2 antag	-12	5	9	-12	-1	7	-13	9
PTEN del growth	63	89	92	68	97	93	102	59

41) Cc1cccc(Nc2nc(N)nc(CSC(=S)N3CCOCC3)n2)c1
42) O=C(Nc1cccc(-c2cn3ccccc3n2)c1)c1cc2ccccc2oc1=O
43) COc1cccc(OCC(=O)Nc2ccccc2NC(C)=O)c1
44) C/C(=N\NC(=O)CN(c1ccccc1)S(=O)(=O)c1ccccc1[N+](=O)[O-])C(C)(C)C
Assay by compound	41	42	43	44
NPY Y2 blocker	-1	7	6	-1
HCT116 bCat-KO	84	2.8*	100	86
BB579 growth dn	-31	-63	-26	-11
Measles CPE	9	16	21	28
Phagocytosis inh	-3	3	x	-4
Yeast life ext	3	-16	-7	-5
E-sel TNF inh	x	-31	11	-1
MRP-1 activ	-0.6	-2.7	-0.9	-2.4
GALR2 antag	-6	5	10	0
PTEN del growth	84	1.8*	101	93
